Source: PubChem
S1P3 antag: blocks the human S1P3 receptor | Q99500 | CHO S1P3 NFAT-BLA reporter, FRET fluorescence, antagonist mode | inhibition, % at 4.98 µM | hit rate 0.27% among 170,000 | AID 485;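 active means inhibition above the plate cutoff, the mean inhibition of test wells on that plate plus 3 SD, cut at about 28% in these data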;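 further: cells challenged with S1P at its EC80 of 0.8 µM; blue over green emission ratio from cleaved BLA substrate after 4 h stimulation; 0% = S1P-stimulated wells and 100% = unstimulated DMSO-only wells; some compounds past the cut are filed as inactive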
Target sequence (Q99500 whole entry, looked up): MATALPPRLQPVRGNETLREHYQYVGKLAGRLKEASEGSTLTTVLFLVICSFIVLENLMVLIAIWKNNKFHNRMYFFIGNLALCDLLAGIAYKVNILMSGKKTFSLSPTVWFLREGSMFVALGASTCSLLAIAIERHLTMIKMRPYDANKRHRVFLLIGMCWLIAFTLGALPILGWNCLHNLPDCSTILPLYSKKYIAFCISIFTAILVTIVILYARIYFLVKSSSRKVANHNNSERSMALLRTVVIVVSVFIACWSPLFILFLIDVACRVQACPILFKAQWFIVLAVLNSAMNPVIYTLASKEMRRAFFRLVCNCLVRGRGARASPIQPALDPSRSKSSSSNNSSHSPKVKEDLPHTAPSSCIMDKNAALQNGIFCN
Numbers without * were called inactive. Some of the compounds tested; count on the stated rates, not on these rows.

Preview:
SMILES,S1P3 antag
CCOC(=O)C1=NN(C(=O)c2cccc(Br)c2)C(O)(C(C)(C)C)C1 (stereo not given),-5
CN(Cc1ccccc1)C(=O)CSc1nc2cc(C(=O)N3CCC(C(N)=O)CC3)ccc2c(=O)n1-c1ccccc1,0
CCNC(=O)C(CCSC)NS(=O)(=O)c1ccc(C)cc1 (stereo not given),4

The whole of this part, from the start:
SMILES,S1P3 antag
CCOC(=O)C1=NN(C(=O)c2cccc(Br)c2)C(O)(C(C)(C)C)C1 (stereo not given),-5
CN(Cc1ccccc1)C(=O)CSc1nc2cc(C(=O)N3CCC(C(N)=O)CC3)ccc2c(=O)n1-c1ccccc1,0
CCNC(=O)C(CCSC)NS(=O)(=O)c1ccc(C)cc1 (stereo not given),4
CCCCN(CC)Cc1c(O)ccc2c3c(c(=O)oc12)CCC3,6
Cc1cccc(-c2noc(-c3c(C)noc3C)n2)c1,27
CCOC(=O)C(NC(=O)CC)(Nc1ccc(S(N)(=O)=O)cc1)C(F)(F)F (stereo not given),-1
Cc1cc(O)c(-c2cc(C(=O)Nc3sc4c(c3C(=O)NCc3ccco3)CCC4)[nH]n2)cc1C,0
NC(=S)Nc1c(Cl)cccc1Cl,-6
Cc1csc(NC(=O)CSc2nnc(-c3ccoc3C)n2C(C)c2ccccc2)n1 (stereo not given),-10
FC(F)(F)c1cccc(NC(=S)NNC(=S)Nc2cccc(C(F)(F)F)c2)c1,2
CC(C)(CC(=O)O)CC(=O)NCc1c(Cl)cccc1Sc1ccc(Cl)cc1,5
Cc1cccc(NC2=C(C#N)C(=O)NC3(CCCC3)S2)c1,8
COc1ccc(C(=O)NCCN2C(=O)S/C(=C\c3cccnc3)C2=O)cc1[N+](=O)[O-],2
COc1ccc(-c2noc(CCCC(=O)Nc3cccnc3)n2)cc1OC,2
Cc1cc(C)c(/C=C(\C#N)S(=O)(=O)c2ccccc2)[nH]1,-1

Overlap with the part before: 6 entries, then new ones.
SMILES,S1P3 antag
FC(F)(F)c1cccc(NC(=S)NNC(=S)Nc2cccc(C(F)(F)F)c2)c1,2
CC(C)(CC(=O)O)CC(=O)NCc1c(Cl)cccc1Sc1ccc(Cl)cc1,5
Cc1cccc(NC2=C(C#N)C(=O)NC3(CCCC3)S2)c1,8
COc1ccc(C(=O)NCCN2C(=O)S/C(=C\c3cccnc3)C2=O)cc1[N+](=O)[O-],2
COc1ccc(-c2noc(CCCC(=O)Nc3cccnc3)n2)cc1OC,2
Cc1cc(C)c(/C=C(\C#N)S(=O)(=O)c2ccccc2)[nH]1,-1
O=C(CCl)NNC(=O)c1c(O)c2ccccc2[nH]c1=O,2
COc1ccc(/C=N/NC(=O)c2ccncc2)cc1COc1ccc(NC(C)=O)cc1,-10
CC(C)Sc1n[nH]c(=O)n1-c1ccccc1,7
Oc1ccccc1N=Cc1c(O)ccc2ccccc12,-2
O=C(/C=C/c1cccc(Br)c1)Nc1nn[nH]n1,-5
NC(=O)Cc1ccc2c(c1)[nH]c1ccccc12,-12
Cc1ccc(S(=O)(=O)N(C)C)cc1NC(=O)c1n[nH]c(=O)c2ccccc12,-7
COc1ccc(S(=O)(=O)NCCN2CCNC2=O)cc1OC,4
CN(C)Cc1cc(O)c(CN(C)C)cc1O,-4
Cc1cc2cc(CNC(=O)c3ccc(Br)o3)ccc2[nH]1,-14
Fc1cccc(/C=C2\CCCC3=C2NC(=S)NC3c2cccc(F)c2)c1 (stereo not given),4
Cc1ccc(NC(=O)C(=Cc2ccc(C(=O)O)cc2)C(=O)Nc2ccc(C)cc2C)c(C)c1,4
Cc1cc(C)[n+]2[nH]c(N)c(N=Nc3ccccc3)c2n1,3
CC(=O)c1cn(C)c(=O)c2ccccc12,0
COc1ccc(NC(=O)c2cnc3ccccn3c2=O)c(OC)c1,-12
CC1CCC2(CC1)NC(=O)N(CC(=O)NCc1ccc3c(c1)OCO3)C2=O (stereo not given),3
Cc1cc(C(=O)O)n(C(C)(C)C)n1,-7
CC(C)c1nnc(NC(=O)CCC(=O)NCCc2ccccc2)s1,-4
CC(C)(C)C(=O)NC1(C(F)(F)F)NC(=O)N(c2ccccc2F)C1=O (stereo not given),3
COc1ccccc1C(=O)Nc1ccc(-c2nnn(CC(=O)NCc3ccco3)n2)cc1,4
Cc1ccc2cc(C3CC(c4ccco4)=NN3S(C)(=O)=O)c(Cl)nc2c1 (stereo not given),-1
CC(C)c1nc(SCC(=O)NCc2ccc3c(c2)OCO3)c2c(=O)n(C)c(=O)n(C)c2n1,-18
COc1ccc(C(=O)Nc2cnn(Cc3c(F)cccc3Cl)c2)cc1OC,18
COc1cc(/C=C/C(=O)OCC(=O)NC(=O)NC(C)C)ccc1O,-8
CCCCCCCCNC(CO)(CO)CO,-18
COc1ccc2cnn(-c3ccc(OC(F)(F)Cl)cc3)c(=O)c2c1OC,-9
CCOc1cc(NC(=O)c2cccs2)c(OCC)cc1NC(=O)CCC(=O)NCc1ccccn1,-2
CCOC(=O)NNC(=S)Nc1c(C)n(C)n(-c2ccccc2)c1=O,-1
CCN(CC)C(=O)c1sc2nc(-c3ccccn3)[nH]c(=O)c2c1C,8
CN(C)NC(=S)NC1CCS(=O)(=O)C1 (stereo not given),-10

Arranged by molar mass (low to high): some entries from above
SMILES,S1P3 antag
CCNC(=O)C(CCSC)NS(=O)(=O)c1ccc(C)cc1 (stereo not given),4
Cc1cc2cc(CNC(=O)c3ccc(Br)o3)ccc2[nH]1,-14
COc1ccc(C(=O)Nc2cnn(Cc3c(F)cccc3Cl)c2)cc1OC,18
FC(F)(F)c1cccc(NC(=S)NNC(=S)Nc2cccc(C(F)(F)F)c2)c1,2
Cc1ccc(NC(=O)C(=Cc2ccc(C(=O)O)cc2)C(=O)Nc2ccc(C)cc2C)c(C)c1,4

Further compounds
SMILES,S1P3 antag
CN(C)CCNC(=O)c1scc2c1CCCC2,-11
O=C(Cc1ccc([N+](=O)[O-])cc1)Nc1cc(C(F)(F)F)cc(C(F)(F)F)c1,-3
Cc1ccc(C(=O)NC2CCCCNC2=O)cc1C (stereo not given),2
CCOCCCn1c(=NC(=O)c2cccs2)c(C#N)cc2c(=O)n3ccccc3nc21,-28
Cc1ccc(S(=O)(=O)NCC(=O)NCC(=O)OC(C(=O)NC(N)=O)C(C)C)cc1C (stereo not given),-9
Cn1cccc1C(C(=O)NC1CCCCC1)N(C(=O)Cc1cccs1)c1ccc2c(c1)OCCO2 (stereo not given),25
O=C(O)CSc1nnc(CNc2ccc(F)cc2)n1-c1ccccc1,2
O=C(CSc1n[nH]c(=O)n1C1CC1)c1ccc(F)cc1,3
Cc1ccc2cc3cc(C(=O)N(C)C4CCCCC4)oc3nc2c1,-6
COc1cc(C)nc(-c2csc(C)n2)n1,18
CCn1c2c(c(=N)c3c1CCC3)CCCC2,-11
CC(=O)Nc1ccc(Oc2ccccc2)cc1,3
O=C(NC(=S)NNC(=O)c1ccccc1F)c1cccnc1,9
CC(=O)Nc1ccc(NC(C)=O)c(NC2OCC(O)C(O)C2O)c1 (stereo not given),-5
COc1ccc(-c2cn3c(C)c(C(=O)N4CCc5ccccc5C4)sc3n2)cc1,-5
CCNC(=O)CC1C(=O)N(CC)C(=S)N1NC(=O)c1ccccc1 (stereo not given),6
CC(NC(=O)c1c(Cl)cnn1C)C1CCCO1 (stereo not given),-2
COc1ccccc1N1CCN(Cc2c[nH]c3ccccc23)CC1,3
COc1ccc(Nc2cc(Cl)ccc2C(=O)O)cn1,-9
CC(=O)c1c(N2CCOCC2)nc2ccc(Cl)cc2c1-c1ccccc1,-8
COc1ccc(-n2c(=O)n(Cc3ccccc3)c(=O)c3[nH]cnc32)cc1,1
COc1cccc(C(=O)N2CCN(Cc3nc(CC4CC4)no3)CC2)c1,-1
C(=C\c1ccco1)/c1ccc2ccccc2n1,10
CCN(CC)S(=O)(=O)c1cccc(NC(=O)CN(C)Cc2cccc(OC)c2)c1,10
CCOC(=O)C1=C(C)OC2(O)c3ccccc3C(=O)C12O (stereo not given),-5
CCN(CC)CCNc1nc(-c2ccc(OC)cc2)c(-c2ccc(OC)cc2)s1,-7
O=C(O)c1sccc1S(=O)(=O)N1CCN(c2ccc(C(F)(F)F)cn2)CC1,-2
NC(=O)CSc1nnc(-c2cccc(S(=O)(=O)N3CCCCC3)c2)o1,-8
O=C(NCc1cccnc1)c1ccc2c(c1)N(Cc1ccccc1)CCS2,5
O=S(=O)(Nc1nc2ccccc2nc1NCC1CCCO1)c1ccc(F)cc1 (stereo not given),-6
CSc1nnc(-c2ccc(C(F)(F)F)nc2C)o1,4
CN(Cc1ccccc1)S(=O)(=O)c1ccc(Cl)c(C(=O)OCC(N)=O)c1,-56
CCc1ccccc1NC(=O)CSc1nnc(CCNC(=O)OC(C)(C)C)o1,-13
CC1(C)Cc2c(sc3c2c(=O)n(-c2ccc(Cl)cc2)c(=O)n3CC(N)=O)CO1,7
Cc1cccc(NC(=O)C2CCCN(S(=O)(=O)c3ccc4c(c3)oc(=O)n4C)C2)c1 (stereo not given),-9
COc1ccc(CN2C(=O)CS/C2=N/N=C/c2cccs2)cc1,0
Nc1nnc(CC(=O)N/N=C\c2ccc(-c3cccc(Cl)c3)o2)s1,13
CCOC(=O)NC(=O)c1cn(Nc2ncc(Cl)cc2C(F)(F)F)c(=O)[nH]c1=O,6
Cc1nn(C)cc1/C=N/NC(=O)Cn1nnc(N)n1,-1
COc1ccc(-c2nnnn2C(C)C)cc1,-4
Cc1cc(=O)nc2c3ccccc3n(C(C)C(=O)NCCC(C)C)n12 (stereo not given),14
Cc1[nH]c2ccccc2c1/C=C/C(=O)c1ccncc1,2
CNC(=O)NNC(=O)c1nc(-c2ccccc2)c(C)o1,-20
O=C(CSc1n[nH]c(=O)n1-c1ccccc1)Nc1ccccc1,-4
O=C(c1cccs1)N1CCN=C1SCc1cccc(F)c1,-2
CCOC(=O)c1c(-n2cnnn2)sc2c1CCCC2,-11
O=C(COC(=O)c1ccc[nH]c1=O)NC1CCCc2ccccc21 (stereo not given),6
Cc1oc(C(C)(C)C)cc1C(=O)NC1CCN(Cc2ccccc2)CC1,9
Fc1ccc(-c2[nH]ncc2CN2CCN(c3ccc(F)cc3)CC2)cc1,1
O=C(Cc1cccc2ccccc12)N1CC[C@@]2(O)CCCC[C@H]2C1,16
C=CCC1(Cl)C(=O)C(Cl)=C(N2CCOCC2)C1(OC)OC (stereo not given),2
O=C(NNC(=S)Nc1ccccc1)c1ccc(O)cc1,5
COc1ccc(-c2nc(CN3CCC(C(=O)NC4CCCc5ccccc54)CC3)c(C)o2)cc1OC (stereo not given),-18
CCc1ccn2cc(-c3cc(-c4ccccc4)no3)nc2c1,4
Cc1nc(CNC(=O)c2cc(COc3c(F)cccc3F)on2)cs1,2
Cc1ccc(S(=O)(=O)NCC(c2ccccc2)N2CCCCC2)cc1 (stereo not given),10
CCCCCCCn1c(NC(=O)CC)nc2ccccc21,0
Cc1cc(=O)oc2cc(OCCC[n+]3ccccc3)ccc12,1
Cc1ccc(C2NC(c3ccc(C)cc3)C(C)C(=O)C2C)cc1 (stereo not given),-4
O=C(CSc1n[nH]c(=O)n1-c1cccnc1)N1CCOCC1,14

Remaining list, next part.
SMILES,S1P3 antag
COc1ccc(N2CCC(CNC(=S)Nc3c(C)cccc3C)C2)cc1 (stereo not given),-7
Cn1c(=O)c(C(=O)CN2CCN(Cc3ccc4c(c3)OCO4)CC2)c(N)n(Cc2ccccc2)c1=O,-7
O=C(Nc1ccc(N2CCOCC2)nc1)c1c(F)cccc1F,7
O=C(NNC(=S)NC(=O)c1ccco1)c1ccc(F)cc1,6
O=C(/C=C/c1cccc(O)c1)c1ccc(N2CCOCC2)cc1,4
COc1ccc(C(=O)NC(=S)Nc2ccc(CN3CCOCC3)cc2)cc1OC,-12
O=C(c1ccc2nc(N3CCOCC3)sc2c1)N1CCC2(CC1)OCCO2,-24

Four records picked at random from those above, as already listed:
SMILES,S1P3 antag
COc1ccc(C(=O)NC(=S)Nc2ccc(CN3CCOCC3)cc2)cc1OC,-12
O=C(c1ccc2nc(N3CCOCC3)sc2c1)N1CCC2(CC1)OCCO2,-24
O=C(/C=C/c1cccc(O)c1)c1ccc(N2CCOCC2)cc1,4
COc1ccc(N2CCC(CNC(=S)Nc3c(C)cccc3C)C2)cc1 (stereo not given),-7
